Bioassay records deposited in PubChem BioAssay by National Center for Advancing Translational Sciences (NCATS).
PI4K2A inh – qHTS for small molecular inhibitors of PI4K2A | Phosphatidylinositol 4-kinase type 2-alpha (Homo sapiens), Q9BTU6 | purified PI4K2A, ADP-Glo luminescence, 1 h; active compounds read low | activity change, negative = inhibition, % at 76.9 µM | 420,000 tested, 0.13% active | AID 1346378, 2018; in the data active = activity change below about -50%; inconclusive = mostly about -30% to -49%;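 note: -100% = wells without enzyme as full effect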
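In this quantitative HTS, ADP production by PI4K2A was quantified luminescently after 1 h at ambient temperature; 100 microM adenosine served as plate-quality control.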
G9a inh – qHTS Assay for Inhibitors of Histone Lysine Methyltransferase G9a. Histone-lysine N-methyltransferase EHMT2 (Homo sapiens), Q96KQ7. G9a H3K9 monomethylation, AlphaScreen, 2 h. Potency, µM (highest dose often 102 µM), inactives show top-dose activity, negative = inhibition, most hits filed as inhibitors. 350,000 tested, 8.8% active; note: potency is the fitted concentration of half-maximal effect; % is set by controls: 0 for no effect and ±100 for the full control effect; nearly all actives have a fitted effect of over 75% in size
Target sequence (Q96KQ7 913-1193 limits assumed): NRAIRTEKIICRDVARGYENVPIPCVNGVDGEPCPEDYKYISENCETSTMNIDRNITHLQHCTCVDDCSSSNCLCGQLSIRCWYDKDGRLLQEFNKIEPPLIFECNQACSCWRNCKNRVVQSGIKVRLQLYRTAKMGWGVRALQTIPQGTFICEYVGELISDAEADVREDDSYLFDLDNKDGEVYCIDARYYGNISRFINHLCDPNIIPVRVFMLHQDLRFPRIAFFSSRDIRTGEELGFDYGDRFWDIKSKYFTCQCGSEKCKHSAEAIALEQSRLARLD
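AlphaScreen detection with an anti-monomethyl H3K9 antibody quantified product after a 2 h room-temperature reaction containing 500 nM biotinylated H3K9 peptide, 20 µM SAM and 20 nM enzyme, which had been preincubated 15 min with compound.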
PGK inhibitor – qHTS Assay to Find Inhibitors of Phosphoglycerate Kinase. PGK/GAPDH coupled, Kinase-Glo luminescence, 60 min. 380,000 tested, 0.043% active. Phosphoglycerate kinase, glycosomal (Trypanosoma brucei brucei), P07378. Potency, µM (highest dose often 57.5 µM), inactives show at the highest dose activity change, negative = inhibition, actives largely listed as inhibitors. AID 602233, 2012; note: potency is the fitted concentration of half-maximal effect; % is set by controls: 0 for no effect and ±100 for the full control effect; nearly all actives have a fitted effect of over 60% in size
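Recombinant glycosomal PGK reaction used 1,3-bisphosphoglycerate generated in-well by GAPDH (100nM final) in 100mM TEA pH 7.6, 5mM MgCl2, 0.01% Tween-20. After 60 minutes at room temperature, ATP was read by Kinase-Glo Plus luminescence end-point.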
Pol eta inh – qHTS for Inhibitors of Polymerase Eta | recombinant Pol eta, fluorescent DNA replication assay | Potency, µM (doses to about 114 µM), for inactives: top-dose activity change, negative = inhibition, actives largely listed as inhibitors | 390,000 tested, 1.2% active | AID 588591, 2011; note: potency is the fitted concentration of half-maximal effect; % is set by controls: 0 for no effect and ±100 for the full control effect
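Pol eta (10 nM) was preincubated with compounds for 15 min at room temperature, after which fluorescent replication substrate (50 nM final) was added to start the reaction. Fluorescence was read kinetically at 0 and 10 min.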
Pin1 inhibitor – qHTS Assay to Find Inhibitors of Pin1; Peptidyl-prolyl cis-trans isomerase NIMA-interacting 1 (Homo sapiens), Q13526; Pin1 FP peptide displacement, HiFluor488, 10 min; 390,000 tested, 0.009% active; Potency, µM (titrated, usually from 115 µM), inactives show at the top dose activity, negative = inhibition, hits mostly inhibitors; active = well fitted inhibition curve with a large enough effect in the polarisation, with a control signal flat, not every such curve was filed as active; inconclusive = small, poorly fitted or top-dose-only effect, or effect the other way, or a change in a side signal; inactive = no such curve, though single readings can be large or run the other way; the % refers to the polarisation; note: potency is the fitted concentration of half-maximal effect; % is set by controls: 0 for no effect and ±100 for the full control effect
Target sequence (Q13526 whole entry, looked up): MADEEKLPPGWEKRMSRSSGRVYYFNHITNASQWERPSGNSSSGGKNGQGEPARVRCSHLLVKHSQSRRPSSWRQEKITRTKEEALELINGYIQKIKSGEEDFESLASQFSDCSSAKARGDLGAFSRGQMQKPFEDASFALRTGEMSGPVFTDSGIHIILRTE
GLS inh – qHTS for Inhibitors of Glutaminase (GLS); Glutaminase kidney isoform, mitochondrial (Homo sapiens), O94925; GLS enzymatic activity, qHTS titration; Potency, µM (doses to about 45.5 µM), without a hit: at the highest dose activity change, negative = inhibition, usual class: inhibitors; 410,000 tested, 0.21% active; AID 624170, 2012; note: potency is the fitted concentration of half-maximal effect; % is set by controls: 0 for no effect and ±100 for the full control effect
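Human kidney-isoform GLS in 45 mM KH2PO4 pH 8.2, 0.02% Tween-20, with compound, started with 1mM L-Glutamine (added stock). Glutamate oxidase/HRP/Amplex red coupled fluorescence read at start and after 30 min at RT.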
HP1b binding inh – HTS for Inhibitors of HP1-beta Chromodomain Interactions with Methylated Histone Tails; AID 540317, 2011; Chromobox protein homolog 1 (Homo sapiens), P83916; Potency, µM (series often up to 114 µM), for inactives: top-dose activity change, negative = inhibition, most hits filed as inhibitors; 390,000 tested, 0.56% active; AlphaScreen HP1-beta / biotin-H3K9me3 peptide binding; note: potency is the fitted concentration of half-maximal effect; nearly all actives have a fitted effect of over 70% in size; inactives centre near 23
Target sequence (P83916 whole entry, looked up): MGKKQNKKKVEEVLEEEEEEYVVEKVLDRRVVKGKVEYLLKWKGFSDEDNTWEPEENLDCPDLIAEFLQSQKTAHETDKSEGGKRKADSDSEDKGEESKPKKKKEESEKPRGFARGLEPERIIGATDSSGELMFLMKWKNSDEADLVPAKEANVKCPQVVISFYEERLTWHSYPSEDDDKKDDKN
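AlphaScreen: HP1-beta (50 nM) preformed 30 min with biotin-H3(1-18)K9me3 peptide (50 nM) in PBS pH 7.4, 0.01% Tween-20. Compound added for 30 min at RT, then streptavidin donor/nickel chelate acceptor beads (10 ug/mL) for 30 min.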
BAZ2B inh – qHTS Assay for Inhibitors of BAZ2B. AlphaScreen BAZ2B-H3K14Ac peptide displacement. Potency, µM (doses to about 114 µM), for inactives: at the highest dose activity change, negative = inhibition, hits mostly inhibitors. 360,000 tested, 4.4% active. AID 504333, 2011; note: potency is the fitted concentration of half-maximal effect; % is set by controls: 0 for no effect and ±100 for the full control effect; nearly all actives have a fitted effect of over 60% in size
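Compounds, titrated to a top concentration of 110 uM, were incubated 30 min at room temperature with preformed BAZ2B/acetyl-K14 H3 peptide complex (50 nM each). Proximity signal was measured by AlphaScreen after 20 min with beads.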
JMJD2A Tudor inh – qHTS Assay for Inhibitors of JMJD2A-Tudor Domain; AlphaScreen JMJD2A-Tudor / H3K4me3 peptide binding; Lysine-specific demethylase 4A (Homo sapiens), O75164; 390,000 tested, 4.4% active; Potency, µM (series often up to 114 µM), inactives show at the highest dose activity change, negative = inhibition, actives largely listed as inhibitors; note: potency is the fitted concentration of half-maximal effect; % is set by controls: 0 for no effect and ±100 for the full control effect; nearly all actives have a fitted effect of over 50% in size
* = called active by the depositor; i = inactive; u = inconclusive; x = no result given; [ ] = remark or other dose. Unless noted, calls come from the whole dose curve; as a rule, active = well fitted curve in the direction sought with a large enough effect; inconclusive = small, poorly fitted or top-dose-only effect, or another doubt; inactive = no such curve, though single readings can be large; an effect the other way counts as inactive or inconclusive.

SMILES	PI4K2A inh	G9a inh	PGK inhibitor	Pol eta inh	Pin1 inhibitor	GLS inh	HP1b binding inh	BAZ2B inh	JMJD2A Tudor inh
CCNC(=O)COC(=O)c1cc(C)nc2ccccc12	-1	-7%	1%	-7%	-4%	2%	10%	-5%	-14%
O=C(Nc1cccc(F)c1)/C(=C\c1cccnc1)NC(=O)c1cccs1	0	22%	i	-7%	-5%	5%	42%[activator]	-1%[57.1 µM]	-7%
COc1ccc(N2CCCC2)c(NC(=O)COc2ccccc2Cl)c1	-2	35µM*	1%	-26%	3%	-20%	-7%	u	-13%
Cc1ccc(C)c(NC(=S)c2ccccn2)c1	0	u	-8%	0%	-7%	11%	6.3µM*	20µM*	79µM*
CC12C(=O)N(c3nccs3)C(=O)C1(C)C1CCC2O1 (stereo not given)	-5	x	-9%	-6%	1%	4%	15%	x	-10%
COc1ccc(C(=O)Nc2ccc(S(=O)(=O)N3CCOCC3)cc2)cc1OC	-18	-11%	-3%	-4%	-1%	5%	14%	1%	-15%
CCC(CC)C(=O)Nc1ccc2nc(SCC(=O)N3CCc4ccccc43)sc2c1	-6	7%[59 µM]	-3%	-16%	34%[activator]	2%	33%	-2%	-6%
CC(=O)c1cccc(CN2CCC(n3nccc3NC(=O)CCc3ccccc3)CC2)c1	0	u	i	-6%	-5%	4%	3%	-10%	-19%
Cn1cc(C=C2C(=O)CC(C)(C)CC2=O)c2ccccc21	-9	45µM*	-11%	-6%	0%	6%	-15%	u	u
O=C(Nc1ccon1)C12CC3CC(C1)CC(n1cnc([N+](=O)[O-])n1)(C3)C2	-2	-6%	x	-7%	-9%	-3%	31%	-4%	-3%
Cc1ccccc1Nc1nc(N)nc(COC(=O)CC2CC3CCC2C3)n1 (stereo not given)	-2	-38%	-12%	u	6%	-5%	15%	-6%	-24%
Cc1ccc2nc(Cl)c3cc(C(=O)N4CCCCC4C)sc3c2c1 (stereo not given)	0	4%[59 µM]	-8%	1%	6%	-1%	40%[activator]	8%	6%
C=CCNc1nc(N)c(C(=C(C#N)C#N)c2ccccc2)s1	-2	u	-1%	-19%	19%	-3%	51%[activator]	1%	18%
Cc1ccc(C23CC4CC(CC(C(=O)OCC(=O)NC5CCS(=O)(=O)C5)(C4)C2)C3)cc1 (stereo not given)	3	-4%[59 µM]	-2%	-7%	1%	0%	25%	-9%	-5%
Cc1ccc(Nc2nc(C)cc(C)n2)c(C(=O)O)c1	-3	8.9µM*	-8%	-9%	-2%	13%	-9%	0%	0%
Cc1cc(OCC(=O)NC2CC(C)(C)NC(C)(C)C2)c2c(C)c(C)c(=O)oc2c1	3	-9%	7%	1%	0%	1%	24%	u	-10%
COCCOC(=O)C1=C(C)Nc2ncnn2C1c1ccco1 (stereo not given)	-9	-4%[59 µM]	i	-6%	-5%	-2%	24%	0%	-9%
O=C(c1ccccc1)c1ccc2nc(N3CCN(c4ccccc4)CC3)c3nncn3c2c1	3	-10%[59 µM]	-4%	-16%	1%	0%	4%	-11%	-23%
COc1ccc(C(CNC(=O)c2oc3ccc(C)cc3c2C)N2CCCCC2)cc1 (stereo not given)	0	-41%	-6%	3%	-9%	11%	12%	u	-32%
Cc1cccc(NC(=O)c2cccc(S(=O)(=O)N3CCc4ccccc4C3)c2)n1	4	-34%	-3%	-7%	17%	3%	7%	-1%	-19%
Cc1cc2nc(-c3ccncc3)cc(C(F)(F)F)n2n1	-12	8%	-4%	-6%	0%	10%	19%	-14%	-26%
CCO[C@@H]1OC(C(=O)N2CCN(Cc3ccc4c(c3)OCO4)CC2)=C[C@H](c2cn(C(C)=O)c3ccccc23)[C@H]1CCCO	0	11%[12.7 µM]	4%	-16%	4%	2%	5%	u	u
CCOc1ccc(NC(=O)Cn2c(=O)n(-c3cccc(OC)c3)c(=O)c3c4c(sc32)CCCC4)cc1	0	9%[59 µM]	i	-9%	-6%	0%	22%	-1%	-7%
COCCn1c(=NC(=O)/C=C/c2ccccc2Cl)sc2cc(NC(C)=O)ccc21	-1	15%[59 µM]	i	-7%	13%	5%	20%	15%	-9%
Cc1oc2ccc(O)c(CN(C)Cc3ccccc3)c2c1C(=O)Nc1cccc(C(F)(F)F)c1	-3	-16%[59 µM]	-4%	-10%	2%	-1%	23%	-23%	-15%
O=c1c2ccccc2nc(CSc2ncnc3nc[nH]c23)n1-c1cccc(C(F)(F)F)c1	6	-41%[12.7 µM]	-2%	-16%	-4%	5%	33%	-9%	-10%
COc1cc(Cl)c(S(=O)(=O)N2CCOCC2)cc1Cl	2	-34%	i	-8%	-4%	-2%	31%	-4%	-8%
FC(F)(F)c1ccccc1CN1CCC(Cc2ccccc2)CC1	-23	22µM*	9%	-13%	6%	-5%	u	1%	13µM*
COc1cccc(CNC(=O)CCC2CCCN(C(=O)c3ccoc3)C2)c1 (stereo not given)	-1	12%	-10%	4%	-3%	4%	32%	0%	-22%
COCc1cc(C)nc2sc(C(=O)N3CCCCC3)c(N)c12	-11	-9%[59 µM]	-9%	-5%	0%	-1%	57%[activator]	5%	-15%
CCC(C)N1CCN(C(=O)C2CCN(S(=O)(=O)c3c(C)noc3/C=C/c3ccco3)CC2)CC1 (stereo not given)	-11	x	6%	-4%	4%	3%	2%	-35%	-29%
CCOc1ccccc1NC(=S)NC(=O)C1CC1	-2	x	-9%	-15%	3%	-9%	26%	-11%	-3%
COc1ccc(OC)c(S(=O)(=O)N2CCCC(C(=O)NCc3ccncc3)C2)c1 (stereo not given)	-3	-9%	i	-9%	-3%	-21%	-23%	-14%	0%
CCOC(=O)C1(CC2CCCCO2)CCN(Cc2cn[nH]c2-c2cccc(F)c2)CC1 (stereo not given)	-1	1%	1%	0%	-2%	2%	29%	-10%	-5%
O=C(CCCSc1nc2ccccc2[nH]1)NCc1ccccc1F	0	-35%	-7%	-4%	1%	0%	34%	-12%	-9%
COc1ccc(C(=O)Nc2ccccc2C(=O)NCC2CCCO2)cc1 (stereo not given)	-3	x	9%	1%	-1%	11%	28%	6%	5%
Cc1ccc(S(=O)(=O)N2CCCN(C(=O)CNC(=O)c3cccc(C)c3)CC2)cc1	0	14%[2.33 µM]	i	-1%	-2%	1%	69%[activator]	5%	-7%
CCn1c(SCC(=O)Nc2ccc(F)cc2)nnc1C1CC1	4	3%	0%	2%	-13%	9%	7%	8%	1%
Cc1cc(C)c2nc(-c3ccccn3)cc(C(=O)N3CCCC3)c2c1	-7	u	i	-18%	u	-5%	27%	8%	-14%
Cc1cccc(CCNC(=O)C2CC(O)CN2C(=O)Nc2ccccc2)c1 (stereo not given)	-4	x	-3%	-7%	x	2%	x	x	x

Look-ups from the list:
For GLS inh, CCC(CC)C(=O)Nc1ccc2nc(SCC(=O)N3CCc4ccccc43)sc2c1 has 2%
For Pin1 inhibitor, Cc1cc2nc(-c3ccncc3)cc(C(F)(F)F)n2n1 has 0%

(continued)
SMILES	PI4K2A inh	G9a inh	PGK inhibitor	Pol eta inh	Pin1 inhibitor	GLS inh	HP1b binding inh	BAZ2B inh	JMJD2A Tudor inh
O=C(Nc1ncnc2sc3c(c12)CCCCC3)c1ccccc1	3	3%	23%	-5%	-1%	x	51%[activator]	-2%	2%
COc1ccccc1Nc1nnc(SCC(=O)N2CC(=O)Nc3ccccc32)s1	6	50µM*	6%	-15%	0%	23%	19%	-2%	-18%
COc1ccc(-n2nc(C(=O)NCC(=O)N3CCN(c4ccccn4)CC3)c3ccccc3c2=O)cc1OC	-1	3%	-1%	-11%	2%	-3%	17%	-3%	-21%
Cc1cc(-c2ccc(C)c(S(=O)(=O)NCCN3CCC(C)CC3)c2)on1	6	-6%[59 µM]	i	-9%	4%	-9%	33%	-18%	-5%
Cn1c(-c2ccco2)nc2cc3ccccc3cc21	-59*	9%[0.0925 µM]	u	-1%	1%	7%	35%	-2%	-32%
COc1ccc2cc(CCOC3CCCCO3)ncc2c1 (stereo not given)	-2	9%[0.501 µM]	i	2%	-2%	-1%	35%	10%	-20%
Cc1ccc2[nH]c3c(c2c1)CN(C(=O)CN1CCN(c2cccc(C)c2C)CC1)CC3	-1	u	-8%	-15%	u	19%	-18%	35µM*	56µM*
COc1ccc(NC(=O)CSc2ncn[nH]2)c([N+](=O)[O-])c1	-4	10%[59 µM]	-2%	1%	3%	0%	-8%	3%	-21%
CCOc1ccccc1CNCc1c(C(=O)O)c(C)n(Cc2ccc(Cl)cc2)c1C	-4	9%[59 µM]	-2%	-3%	-1%	1%	9%	-21%	-10%
CCc1nc2nc(C)cc(Nc3ccc(F)c(Cl)c3)n2n1	0	u	11%	-7%	5%	12%	26%	2%	-4%
Cc1cc(C)n2nc(-c3ccccc3)cc2n1	-3	x	3%	4%	0%	-2%	20%	7%	1%

One compound at a time, from the list above. Values in the order: PI4K2A inh	G9a inh	PGK inhibitor	Pol eta inh	Pin1 inhibitor	GLS inh	HP1b binding inh	BAZ2B inh	JMJD2A Tudor inh
`Cc1cc(C)n2nc(-c3ccccc3)cc2n1` in the list: -3	x	3%	4%	0%	-2%	20%	7%	1%
`COc1ccc(-n2nc(C(=O)NCC(=O)N3CCN(c4ccccn4)CC3)c3ccccc3c2=O)cc1OC` in the list: -1	3%	-1%	-11%	2%	-3%	17%	-3%	-21%

Only part of the results is shown; rates above refer to the full screens.
